Compound activity (PubChem BioAssay)
dFosB act: enhances mouse delta FosB homodimer DNA binding | purified delta FosB, TAMRA-CDK5 oligo fluorescence polarization; percent of positive-control signal above neutral wells | activation, % at 25 µM | P13346 | hit rate 0.99% among 340,000;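 active means mean activation above about 17%, with every replicate also reaching it, limit read from the data, passing the limit was not always enough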;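 further: fluorescence polarization rise as delta FosB binds a TAMRA Cdk5 AP-1 oligo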
PvdQ inh: P. aeruginosa PvdQ acylase inhibition | purified PvdQ acylase, fluorescence plate reader | inhibition, % at 10 µM | hit rate 0.063% among 340,000 | AID 488965; in the data active means inhibition above about 30%, passing the limit was not always enough;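 further: 0% = vehicle neutral wells and 100% = reference inhibitor wells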
Rtt109 Vps75: C. albicans Rtt109 histone acetyltransferase inhibition; inhibition, % at 34.9 µM; hit rate 0.16% among 330,000; Q5AAJ8; AID 540336; purified Rtt109/Vps75, ThioGlo CoA-SH fluorescence, 4 h;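 active means inhibition of at least 50% in every replicate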
MITF TRPM1 HTS: activators of MITF-driven TRPM1 promoter activity in SK-MEL-5 cells; AID 588334; activation, % at 12.5 µM; hit rate 0.75% among 300,000; SK-MEL-5 TRPM1-promoter luciferase, 24 h; % of positive control, neutral wells = 0;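 active means mean activation of at least 80% with every replicate also reaching 80%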;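 further: 0% = neutral control wells and 100% = parthenolide positive control wells; values of inactives mirror those of a sister screen read the other way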
CAL PDZ FP-1: blocks peptide binding to the human CAL PDZ domain; Q9HD26; purified CAL PDZ, TMR-peptide fluorescence polarization, 1 h; inhibition, % at 24.9 µM; hit rate 0.92% among 300,000; AID 602252;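 active means mean inhibition of at least 30% with at least half of replicates also reaching 30%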;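 further: 0% = DMSO neutral control and 100% = excess unlabeled competitor peptide PRC23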
SR-BI uptake up: SR-BI HDL lipid transfer activation; CHO ldlA[mSR-BI] cells, DiI-HDL uptake fluorescence, 3 h; 100 = double the neutral-control signal; activation, % at 12.5 µM; hit rate 0.096% among 320,000; AID 504775;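 active means mean replicate activation of at least 60% and every replicate at or above 60%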;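 further: 0% = median plate neutral-control signal and 100% = twice that signal; values of inactives mirror those of a sister screen read the other way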
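Material: SR-BI-overexpressing, LDLR-lacking CHO cells | Dosing: Single compound concentration, delivered by pin transfer | Probe or stimulus: Labelled HDL, 10 µg/mL | Signal: Bottom-read cell fluorescence after medium removal, ex 550/em 595 nm | Schedule: 3 h, 37 °C | Evaluation: HDL uptake via cellular fluorescence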
NSD2 HMT inh: blocks human histone methyltransferase NSD2 | O96028 | NSD2 peptide methylation, AlphaScreen, 120 min | inhibition, % at 12.5 µM | hit rate 0.54% among 310,000 | AID 743445; in the data active means inhibition above about 50%
Target sequence (O96028 whole entry, looked up): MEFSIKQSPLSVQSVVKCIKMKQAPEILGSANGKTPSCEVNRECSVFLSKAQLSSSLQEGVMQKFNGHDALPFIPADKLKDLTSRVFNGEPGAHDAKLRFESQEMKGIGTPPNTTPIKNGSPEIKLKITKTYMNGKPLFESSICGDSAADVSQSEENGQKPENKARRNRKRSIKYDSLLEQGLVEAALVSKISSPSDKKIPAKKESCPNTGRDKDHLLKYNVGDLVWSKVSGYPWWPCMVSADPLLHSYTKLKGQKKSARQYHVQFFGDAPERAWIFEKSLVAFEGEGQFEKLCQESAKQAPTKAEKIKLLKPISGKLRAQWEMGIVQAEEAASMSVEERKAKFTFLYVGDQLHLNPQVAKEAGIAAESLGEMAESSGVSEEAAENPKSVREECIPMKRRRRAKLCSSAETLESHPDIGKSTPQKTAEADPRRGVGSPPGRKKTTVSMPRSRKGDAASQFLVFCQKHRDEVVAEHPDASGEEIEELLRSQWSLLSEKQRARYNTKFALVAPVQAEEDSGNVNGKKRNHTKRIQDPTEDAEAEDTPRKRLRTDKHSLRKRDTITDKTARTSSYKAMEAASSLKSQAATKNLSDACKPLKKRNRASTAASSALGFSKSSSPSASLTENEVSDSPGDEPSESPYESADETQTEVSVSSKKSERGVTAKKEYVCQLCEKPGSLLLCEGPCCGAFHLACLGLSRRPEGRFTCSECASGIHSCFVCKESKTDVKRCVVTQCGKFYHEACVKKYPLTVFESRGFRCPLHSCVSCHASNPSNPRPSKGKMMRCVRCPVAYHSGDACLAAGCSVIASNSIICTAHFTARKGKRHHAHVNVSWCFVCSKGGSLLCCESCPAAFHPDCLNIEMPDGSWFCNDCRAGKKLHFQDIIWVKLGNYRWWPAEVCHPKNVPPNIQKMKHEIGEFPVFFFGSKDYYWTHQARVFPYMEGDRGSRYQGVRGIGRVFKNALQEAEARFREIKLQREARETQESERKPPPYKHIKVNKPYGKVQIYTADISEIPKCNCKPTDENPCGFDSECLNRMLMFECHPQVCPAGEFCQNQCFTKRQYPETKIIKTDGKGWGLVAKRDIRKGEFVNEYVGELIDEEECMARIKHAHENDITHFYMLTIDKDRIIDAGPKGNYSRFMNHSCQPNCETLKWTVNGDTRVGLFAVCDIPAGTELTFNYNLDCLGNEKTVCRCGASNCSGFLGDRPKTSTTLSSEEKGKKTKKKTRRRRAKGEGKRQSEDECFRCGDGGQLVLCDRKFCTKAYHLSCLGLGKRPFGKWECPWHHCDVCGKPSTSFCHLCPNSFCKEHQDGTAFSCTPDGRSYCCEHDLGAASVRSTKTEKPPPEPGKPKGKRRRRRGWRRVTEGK
PfHsp90 yeast 2: inhibits growth of yeast expressing Plasmodium falciparum Hsp90; S. cerevisiae expressing PfHsp90, BacTiter-Glo ATP, 48 h; yeast lacking PDR1 and PDR3 efflux regulators; inhibition, % at 9.4 µM; hit rate 0.32% among 310,000; AID 504621;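 active means every replicate shows inhibition above about 80%, whatever the replicate mean, limit read from the data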;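 further: 0% = DMSO neutral controls and 100% = 20 µM radicicol positive controls; yeast relying on Plasmodium falciparum Hsp90 in place of its own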
CAL PDZ FP-2: blocks peptide binding to human CAL PDZ domain. Q9HD26. purified CAL PDZ, TMR-peptide fluorescence polarization, 1 h. inhibition, % at 20 µM. hit rate 0.02% among 330,000. AID 504414;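 active means highest replicate inhibition of at least 40%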;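 further: plate controls were DMSO neutral control wells for no effect and unlabeled competitor peptide control wells for full effect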
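material = purified tagged CAL PDZ domain construct (CerCALP) | buffer or medium = sodium phosphate/NaCl buffer pH 7.4 with TCEP, IgG, Thesit | reagent = TMR-labelled reporter peptide T*-PRC34 bound in PDZ groove | incubation = 1 h room-temperature incubation prior to read | measured by = fluorescence polarization (mP) | evaluation = percent inhibition from loss of millipolarization | control set = unlabelled peptide and DMSO controls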
SR-BI HDL uptake: inhibitors of mouse SR-BI mediated HDL lipid uptake; hit rate 0.96% among 320,000; ldlA[mSR-BI] CHO cells, DiI-HDL uptake fluorescence, 3 h; AID 488896; Q61009; inhibition, % at 12.5 µM;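 active means mean replicate inhibition of at least 70% and a set share of replicates each scoring 70 or more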;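 further: 0% = median of neutral control wells and 100% = median of positive control wells; values of inactives mirror those of a sister screen read the other way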
Active calls of the source: *; . = not tested or not shown.

SMILES	dFosB act	PvdQ inh	Rtt109 Vps75	MITF TRPM1 HTS	CAL PDZ FP-1	SR-BI uptake up	NSD2 HMT inh	PfHsp90 yeast 2	CAL PDZ FP-2	SR-BI HDL uptake
COc1ccc(C)cc1NC(=O)c1sc2nc(C)nc(N3CCOCC3)c2c1C	-8	-3	8	-2	-3	-8	12	6	-1.9	8
CCOC(=O)C1=C(COC(=O)C(CC)c2ccccc2)NC(=O)NC1C (configuration not stated)	-7	-14	-11	-5	2	37	-1	3	-1.9	-37
Cc1cc(C(F)(F)F)n(-c2nc(C(=O)N/N=C/c3ccc(F)cc3)cs2)n1	7	-10	6	.	-8	2	-1	.	-0.9	-2
COc1ccccc1NC(=O)C1=C(C)Nc2nc(-c3ccccc3)nn2C1c1ccccn1 (configuration not stated)	-1	-5	2	5	-1	11	1	3	-1.2	-11
Cc1nc2oc3ccccc3c(=O)c2cc1C(=O)O	-3	-14	-1	8	-1	16	-1	2	-0.9	-16
O=[N+]([O-])c1nn(-c2ccc3c(c2)OCCO3)n(O)c1=NC1CCN(Cc2ccccc2)CC1	-8	-7	9	-25	-1	-14	21	.	-2.5	14
Cc1ccc(OCCSc2nc3ccccc3n2CC(=O)O)cc1C	5	2	1	.	1	15	-3	2	-1.0	-15
Cc1cccc([C@@H]2[C@@H]3C(=O)N(C)C(=O)[C@@H]3[C@@H]3C(=O)Nc4ccccc4C(=O)N23)c1	6	9	4	6	-1	19	.	7	1.1	-19
O=C(Nc1ccncc1)c1cc2ccccc2cc1O	-5	-12	1	71	-2	-7	1	20	-2.9	7
CCCCNC(=O)Nc1cc(C(=O)OC)ccc1C	-3	-3	21	5	-2	10	2	12	-0.4	-10
CCNC(=O)CC1C(=O)N(C)C(=S)N1NC(=O)c1ccc(Cl)cc1 (configuration not stated)	6	16	-1	3	-1	8	-1	-6	-0.3	-8
COc1ccccc1-c1sc2cc3c(cc2c1C#CC1(O)CCCCC1)OCO3	0	-3	-17	5	0	-52	.	6	0.0	52
NC(=O)c1ccccc1NC(=O)CN1CCN(Cc2ccc(Cl)cc2Cl)CC1	-9	-6	-3	-15	-6	10	0	-16	0.3	-10
CN(C(=O)COC(=O)c1cc(NS(=O)(=O)c2cc([N+](=O)[O-])ccc2Cl)ccc1O)C1CCCCC1	-5	-16	3	8	-3	13	5	-7	-1.7	-13
CCOc1ccc(N(CC(=O)NCCc2ccccc2)C(=O)CCC(=O)Nc2cc(C)ccn2)cc1	-10	12	12	3	0	-5	-4	-3	-2.2	5
C=CCNC(=O)c1ccc2c(c1)N(CC)C(=O)c1ccccc1S2	1	-9	-4	-4	.	6	-2	-11	-0.6	-6
CCOc1ccc(N2C(=O)/C(=C/c3cccs3)N(C)C2=S)cc1	1	-6	2	-1	-3	-10	-2	-2	-1.0	10
O=C(COc1ccc(S(=O)(=O)N2CCCCC2)cc1)NCc1ccncc1	-3	6	-11	-9	-5	-3	-4	7	-0.4	3
Cc1cnc(CNC(=O)C2CCC(=O)N(Cc3ccc(Cl)cc3)C2)[nH]1 (configuration not stated)	-4	-14	1	3	-3	14	-4	4	-1.8	-14
C/C(=N/NC(=O)CSc1ccccn1)c1ccc([N+](=O)[O-])cc1	6	-3	-11	4	-4	7	-3	8	-0.9	-7
Cn1c(=O)cc(SCC(=O)NCCC2=CCCCC2)c2ccc(Cl)cc21	6	9	3	5	-3	-1	-2	-10	-0.2	1
CC(=O)OCC(=O)c1c[nH]c2ccccc12	2	0	-7	.	-1	7	.	17	0.0	-7
CCSc1nnc(NC(=O)c2nn(C(C)C)c(=O)c3ccccc23)s1	-18	-10	-6	6	-11	-6	-5	-22	-1.6	6
Cc1noc(C)c1S(=O)(=O)Nc1ccc(C(=O)N2CCCCC2)cc1	2	-2	-4	-6	0	14	0	3	-1.5	-14
O=C1C=C(c2cc(Cl)cc(Cl)c2)C[C@@H](c2ccc(F)cc2)C1	-2	-16	5	-6	-2	-56	.	9	-1.2	56
O=C(CN(Cc1ccccc1F)C(=O)c1csnn1)NC1CCCCC1	-6	-8	-21	14	-3	21	-1	-7	-2.5	-21
COc1cccc(OC)c1C(=O)OCC(=O)N1CC(C)CC(C)C1 (configuration not stated)	-7	-13	-1	-4	-7	.	1	-40	-1.7	-8
CCOC(=O)c1ccc(N(CC(=O)NC2CCCC2)C(=O)CNC(=O)c2ccco2)cc1	-7	-18	-2	9	10	-6	2	-3	-0.1	6
COc1cccc(CNCC(=O)Nc2ccc(N3CCOCC3)cc2)c1	0	-6	.	0	2	-15	1	10	-0.8	15
O=C(NCCN1CCOCC1)c1cc(=O)[nH]c2ccc(Br)cc12	0	0	9	-4	-2	18	2	6	0.0	-18
CCOC(=O)c1sc(N(Cc2ccccc2)C(=O)COC(=O)c2cnccn2)nc1C	-12	-17	0	14	-4	-8	-2	-34	.	8
CCCCN(C)CCCNC(=O)c1cn(C)c2ccc(S(=O)(=O)N(C)C3CCCCC3)cc2c1=O	-8	-9	7	-1	-4	7	9	-1	-2.7	-7
CC[C@@H](C)[C@H](C(CC(=O)N1CCCC1[C@@H](OC)[C@H](C)C(=O)N[C@H](Cc1ccccc1)c1nccs1)OC)N(C)C(=O)[C@H](NC(=O)[C@@H](C(C)C)N(C)C)C(C)C (some centres not stated)	-9	-2	2	.	-3	18	0	3	-0.3	-18
Cc1cccc(C)c1OCc1cc(C(=O)N2CCN(Cc3nccn3C)CC2)no1	4	-9	10	12	0	-23	2	13	-2.6	23
COc1ccc(C2/C=C\CN(C(=O)NC34CC5CC(CC(C5)C3)C4)CC(=O)N2Cc2ccc(F)cc2)cc1 (configuration not stated)	5	14	9	-4	-4	12	.	1	0.1	-12
Cc1ccc(C(=O)CSc2nc(C(C)C)nc3ccccc23)cc1	-5	-4	-2	-6	1	-12	-3	-32	.	12
Cc1ccc(C)c(OCCN2CCOCC2)c1	-10	-11	-2	.	-1	0	0	0	-1.7	0
COCCNC(=O)CN1C(=O)COc2ccc(S(=O)(=O)N3CCCCCC3)cc21	-1	-9	-3	2	-2	5	43	17	-2.6	-5
Nc1nnc(Cc2ccc(F)cc2)s1	-1	13	20	-4	-4	-6	-2	-4	-1.2	6
Cc1ccc(NC(=O)Cc2ccc(F)cc2)cc1	-6	-10	-12	44	-5	16	0	-8	-2.6	-16
Cc1ccc(N=C2c3ccccc3C(=O)C2[N+](=O)[O-])cc1C (configuration not stated)	0	1	-5	4	-2	7	-1	0	-1.4	-7
CCO[C@H]1OC(C(=O)O)=C[C@@H](c2csc3ccccc23)[C@@H]1CCCO	-1	0	-6	3	-5	6	.	9	0.1	-6
C=CCOC(=O)C1=C[C@H](c2csc3ccccc23)C[C@H](OCc2ccc(CO)cc2)O1	-4	-5	6	16	2	-9	.	6	0.6	9
CN(Cc1ccccc1)C(=O)c1[nH]cnc1C(=O)Nc1nccs1	2	-11	-2	17	-5	26	.	12	-1.3	-26
CCNC(=O)NC(=O)C(C)OC(=O)c1cccn1C (configuration not stated)	-5	9	6	-6	4	9	-2	10	-1.5	-9

A different layout for part of the listing above:
Value order – dFosB act, PvdQ inh, Rtt109 Vps75, MITF TRPM1 HTS, CAL PDZ FP-1, SR-BI uptake up, NSD2 HMT inh, PfHsp90 yeast 2, CAL PDZ FP-2, SR-BI HDL uptake
> CCOC(=O)c1sc(N(Cc2ccccc2)C(=O)COC(=O)c2cnccn2)nc1C
→ -12, -17, 0, 14, -4, -8, -2, -34, ., 8
> CCCCN(C)CCCNC(=O)c1cn(C)c2ccc(S(=O)(=O)N(C)C3CCCCC3)cc2c1=O
→ -8, -9, 7, -1, -4, 7, 9, -1, -2.7, -7
> CC[C@@H](C)[C@H](C(CC(=O)N1CCCC1[C@@H](OC)[C@H](C)C(=O)N[C@H](Cc1ccccc1)c1nccs1)OC)N(C)C(=O)[C@H](NC(=O)[C@@H](C(C)C)N(C)C)C(C)C (some centres not stated)
→ -9, -2, 2, ., -3, 18, 0, 3, -0.3, -18
> Cc1cccc(C)c1OCc1cc(C(=O)N2CCN(Cc3nccn3C)CC2)no1
→ 4, -9, 10, 12, 0, -23, 2, 13, -2.6, 23
> COc1ccc(C2/C=C\CN(C(=O)NC34CC5CC(CC(C5)C3)C4)CC(=O)N2Cc2ccc(F)cc2)cc1 (configuration not stated)
→ 5, 14, 9, -4, -4, 12, ., 1, 0.1, -12
> Cc1ccc(C(=O)CSc2nc(C(C)C)nc3ccccc23)cc1
→ -5, -4, -2, -6, 1, -12, -3, -32, ., 12
> Cc1ccc(C)c(OCCN2CCOCC2)c1
→ -10, -11, -2, ., -1, 0, 0, 0, -1.7, 0
> COCCNC(=O)CN1C(=O)COc2ccc(S(=O)(=O)N3CCCCCC3)cc21
→ -1, -9, -3, 2, -2, 5, 43, 17, -2.6, -5
> Nc1nnc(Cc2ccc(F)cc2)s1
→ -1, 13, 20, -4, -4, -6, -2, -4, -1.2, 6
> Cc1ccc(NC(=O)Cc2ccc(F)cc2)cc1
→ -6, -10, -12, 44, -5, 16, 0, -8, -2.6, -16
> Cc1ccc(N=C2c3ccccc3C(=O)C2[N+](=O)[O-])cc1C (configuration not stated)
→ 0, 1, -5, 4, -2, 7, -1, 0, -1.4, -7

Other compounds.
SMILES	dFosB act	PvdQ inh	Rtt109 Vps75	MITF TRPM1 HTS	CAL PDZ FP-1	SR-BI uptake up	NSD2 HMT inh	PfHsp90 yeast 2	CAL PDZ FP-2	SR-BI HDL uptake
Cc1ccccc1Nc1nc(N)nc(COC(=O)c2cccc(S(=O)(=O)N(C)C)c2)n1	-7	-12	-10	-1	-2	8	-1	-18	-3.1	-8
O=C(COc1ccc2c3c(c(=O)oc2c1)CCCC3)NCc1ccncc1	-16	1	-3	14	-4	0	-1	14	-1.7	0
O=c1c2ccccc2nc(N/N=C/c2ccccc2)n1O	-7	-2	1	25	-1	-6	0	-1	-0.4	6
Cc1ccccc1OCc1nnc(SCC(=O)Nc2ccc3c(c2)oc2ccccc23)n1C	1	-3	-3	19	-1	-27	5	4	-0.2	27
COCCN(Cc1ccccc1)C(=O)Cc1ccc(S(=O)(=O)N2CCOCC2)s1	-7	-5	-5	-2	-2	25	-4	-2	-1.0	-25
Cc1ccc(N=C2NC(=O)C(CC(=O)O)S2)cc1 (configuration not stated)	-8	8	-4	-4	14	39	6	3	0.1	-39
COc1ccccc1N1CCN(CCCNC(=O)Nc2ccccc2C)CC1	5	-12	-7	-2	-16	-5	2	44	0.2	5
